Assay outcomes deposited in PubChem BioAssay by several laboratories.
PrPC surface inh – inhibitors of human cell surface prion protein PrPC, primary screen, cell-based, TR-FRET. inhibition, % at 13.8 µM. TR-FRET read-out. 370,000 compounds, 0.43% hits. AID 720596, 2013. Major prion protein (Homo sapiens), P04156; in the data active = inhibition above about 24%; note: 0% = median of the test wells and 100% = reference compound wells
PfHsp40 rescue – rescue of yeast from PfHsp40 toxicity, primary screen, S. cerevisiae, ATP luminescence | S. cerevisiae expressing PfHsp40, growth rescue | growth rescue, % at 12.5 µM | 340,000 compounds, 0.68% hits | AID 504582, 2011; in the data active = growth rescue above about 28%, passing the limit was not always enough; inconclusive = no clear call, values can overlap the other calls;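 note: yeast W303a lacking pdr1 and pdr3 grown in galactose medium; growth measured after three days at 30 °C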
BoNT-F LC inh – BoNT/F light chain protease inhibitors, primary screen, biochemical, flow cytometry, MLPCN library. Botulinum neurotoxin type F light chain protease (Clostridium botulinum). Multiplex microsphere protease cleavage assay. inhibition, % at 10 µM. 360,000 compounds, 0.22% hits. AID 588497, 2011; in the data active = inhibition above about 35%, passing the limit was not always enough; inconclusive = no clear call, values can overlap the other calls; note: plate controls were buffer without enzyme for full effect and enzyme alone for no effect
CCHFV vOTU inh – CCHFV vOTU protease inhibitors, primary screen, biochemical, Pep-AMC substrate, fluorescence; AID 651958, 2012; Crimean-Congo hemorrhagic fever virus L polyprotein viral ovarian tumor (vOTU) protease …; 370,000 compounds, 0.55% hits; inhibition, % at 11.5 µM; in the data active = inhibition above about 30%; note: 0% = vehicle wells with enzyme and 100% = no enzyme wells
Yp Topo-I inh – Yersinia pestis topoisomerase I inhibitors, primary screen, biochemical, cleavage product accumulation, plate reader, single point; DNA topoisomerase I (Yersinia pestis CO92); Y. pestis Topo-I cleavage product accumulation; 360,000 compounds, 0.064% hits; activity, % at 10 µM; in the data active = activity above about 50%, passing the limit was not always enough; inconclusive = no clear call, values can overlap the other calls; note: inactives centre near 2
TcdB GH inh – TcdB glycohydrolase inhibitors, primary screen, biochemical, single point, plate reader | Toxin B (Clostridioides difficile), P18177 | TcdB glycohydrolase enzymatic assay | inhibition, % at 9.99 µM | 350,000 compounds, 0.24% hits; in the data active = inhibition above about 10%
Anthrax LF inh2 – Bacillus anthracis LF protease inhibitors, primary screen, biochemical, multiplex microsphere, MLPCN library; Lethal factor (Bacillus anthracis), P15917; 360,000 compounds, 0.12% hits; multiplex microsphere protease cleavage assay; AID 588501, 2011; inhibition, % at 10 µM; note: plate controls were buffer without enzyme for full effect and enzyme alone for no effect
FadD28 binding – inhibitors of FadD28 bisubstrate probe binding, primary screen, biochemical, fluorescence polarization, single point; AID 588549, 2011; 360,000 compounds, 0.22% hits; inhibition, % at 12.5 µM; Mycobacterium tuberculosis FadD28 fatty-acid-AMP ligase; in the data active = inhibition above about 8.5%, passing the limit was not always enough; inconclusive = no clear call, values can overlap the other calls
BoNT A protease – BoNT/A light chain protease inhibitors, primary screen, biochemical, flow cytometry, MLPCN library; Botulinum neurotoxin type A light chain protease (Clostridium botulinum A str. ATCC 3502); inhibition, % at 10 µM; 360,000 compounds, 0.17% hits; multiplex microsphere protease substrate cleavage; note: plate controls were buffer without enzyme for full effect and enzyme alone for no effect
* hit, by the source's call; u = inconclusive; x = not tested or not shown. Cut-off read from the data, not from the text of the source, unless noted: active = inhibition above about 30%; inconclusive = no clear call, values can overlap the other calls; inactive = below that.

SMILES	PrPC surface inh	PfHsp40 rescue	BoNT-F LC inh	CCHFV vOTU inh	Yp Topo-I inh	TcdB GH inh	Anthrax LF inh2	FadD28 binding	BoNT A protease
COC(=O)[C@@]1(Cc2ccc(F)cc2)[C@H]2c3cc(C(=O)N4CCCC4)n(Cc4ccc(C)o4)c3C[C@H]2CN1C(=O)c1ccccc1	-4	x	-1	7	x	1.2	-6	x	-0.9
Cc1cc(C)n(CC(=O)n2nc(C)cc2C)n1	-2	-2.1	25	7	-4	x	1	-2.9	0.9
Cc1cccc(NC(=O)CSc2nc3[nH]ncc3c(=O)[nH]2)c1C	1	0.2	-25	-13	-1	0.5	0	1.1	-3.0
CCN1CCCC1CN(Cc1cc2ccc(C)cc2[nH]c1=O)C(=S)Nc1ccc(F)cc1 (configuration not stated)	-8	-1.5	1	-5	8	1.5	-6	-3.0	1.4
O=C1CN(C(=O)COC(=O)/C=C/c2ccc(F)cc2)c2ccccc2N1	-8	-0.5	2	1	14	0.0	0	-1.0	0.9
Oc1cccc(-c2nc3ccc4ccccc4c3c3c2CCC3)c1	10	1.8	2	11	32	x	-5	-1.5	-0.8
CCOc1ccc(S(=O)(=O)Nc2ccc(C(=O)N(C)CC(=O)Nc3ccc(OC)cc3)cc2)cc1	-4	0.7	-3	4	10	1.7	0	-0.9	-0.2
CC1(C)CC2(CCO1)OC(=O)CC2C(=O)Nc1cccc2ccccc12 (configuration not stated)	1	-1.2	-6	1	7	x	-4	-5.0	0.0
O=C(O)c1ccc(N/N=C/c2ccc(-c3cccc(Cl)c3)o2)cc1	16	0.5	0	9	-14	-1.4	0	9.9*	0.6
CCCCCN1CC(O)=C(c2nc(-c3ccc(Cl)cc3)cs2)C1=N	3	-0.8	2	-17	6	x	0	-0.6	0.2
COc1cccc(N2CCN(CC(=O)NC3=Nc4ccccc4N=C(C)C3c3ccccc3)CC2)c1 (configuration not stated)	2	0.0	-30	9	33	0.7	-5	-1.4	-1.6
Nc1nn(-c2ccccc2Cl)cc1-c1nn[nH]n1	-3	-0.2	u	0	-2	1.3	0	-0.7	u
COc1ccc(NC(=S)NNC(=O)c2cccs2)cc1	-1	-0.4	0	-2	-1	x	2	-0.1	-0.8
COc1cccc(CNc2ncnc3cc(OC)c(OC)cc23)c1	9	0.3	-4	6	-13	x	0	-4.2	-0.1
CCc1ccc(OCC(O)CN2CCN(c3ccc(OC)cc3)CC2)cc1 (configuration not stated)	-4	-0.6	u	-19	8	-0.4	0	-2.2	-0.2

Among those listed so far, 2 have a furan ring, fused or not:
SMILES	PrPC surface inh	PfHsp40 rescue	BoNT-F LC inh	CCHFV vOTU inh	Yp Topo-I inh	TcdB GH inh	Anthrax LF inh2	FadD28 binding	BoNT A protease
COC(=O)[C@@]1(Cc2ccc(F)cc2)[C@H]2c3cc(C(=O)N4CCCC4)n(Cc4ccc(C)o4)c3C[C@H]2CN1C(=O)c1ccccc1	-4	x	-1	7	x	1.2	-6	x	-0.9
O=C(O)c1ccc(N/N=C/c2ccc(-c3cccc(Cl)c3)o2)cc1	16	0.5	0	9	-14	-1.4	0	9.9*	0.6

The listing continues.
SMILES	PrPC surface inh	PfHsp40 rescue	BoNT-F LC inh	CCHFV vOTU inh	Yp Topo-I inh	TcdB GH inh	Anthrax LF inh2	FadD28 binding	BoNT A protease
c1ccc(NC2=NCCN2CCCC2CCCC2)cc1	-3	0.1	-9	-6	7	-0.2	5	1.2	-0.2
O=C(CCc1ccccc1)NNC(=O)c1cc(Cl)ccc1O	-7	6.4	4	-49	1	-0.4	8	-1.7	1.3
COc1cccc(NC(=O)Cc2c(C(=O)O)[nH]c3ccccc23)c1	9	1.3	9	22	3	x	-1	-5.2	2.3
COc1cc2[nH]c(C(=O)NCCc3ccccc3)cc2c(OC)c1OC	4	x	12	-12	1	-0.3	-14	-0.4	-1.2
CN1OC[C@@H]2CN(C(=O)CCc3ccccc3)[C@H](c3cccc(Oc4ccccc4)c3)C[C@@H]21	2	0.0	-3	1	31	0.8	-2	-0.4	0.0
CCN1C(=O)[C@@H]2[C@@H](c3ccc(-c4ccc5c(c4)OCO5)cc3)N3CCCC[C@@]3(C(=O)OC)[C@@H]2C1=O	-3	-0.8	-6	-1	10	0.3	-2	-2.9	-0.8
CC(C)C(NC(=O)OCc1ccccc1)C(=O)OCC(=O)NCc1ccco1 (configuration not stated)	6	-1.8	-19	11	2	x	-5	-2.2	-1.3
Cc1cccc(Cc2nnc(CCC(=O)NCc3cn4ccccc4n3)o2)c1	-5	-0.1	-10	8	2	3.7	2	-2.6	-1.0
COc1ccccc1NS(=O)(=O)c1ccc(C)c(NC(=O)NCCCl)c1	-3	-1.6	-1	6	0	0.3	3	-2.8	3.4
O=C(CCSCc1cccc(Cl)c1)NCCc1ccc(Cl)cc1	2	12	-7	4	11	x	-1	-3.5	-0.3
COc1ccc(Nc2nc(C)cc(-c3cc(-c4ccccc4)on3)n2)cc1	7	0.0	-10	11	0	-6.2	-4	0.6	-0.4
O=C(Cc1ccc(F)cc1)N/N=C/c1ccc2c(c1)OCO2	-3	0.0	4	13	-1	-0.5	1	-2.3	0.0
Nc1ccc2c(Cl)cc(Cl)cc2c1	6	x	2	8	-19	0.5	-3	0.1	0.0
O=C(CN1CCC(NC(=O)c2ccccc2F)CC1)Nc1ccc2c(c1)OCCO2	-3	-1.4	-2	6	0	0.2	1	-2.4	-0.5
COC(=O)/C(C#N)=C/c1c(-c2ccccc2)nc2n1CCS2	-10	1.6	7	-11	-6	1.4	-15	-2.3	-0.8
CCN(CC)C(=O)[C@H]1C[C@H](CC(=O)NCC23CC4CC(CC(C4)C2)C3)C(=O)N2CCc3c([nH]c4cc(-c5ccco5)ccc34)[C@]12C	5	-1.8	-2	-9	6	-0.8	-1	1.3	-0.5
CS(=O)(=O)N1N=C(c2cccs2)CC1c1ccccc1 (configuration not stated)	0	-1.3	2	5	2	1.2	10	-0.3	0.3
COc1ccccc1NC(=O)C1CCCN1C(=O)NC1CCCCC1 (configuration not stated)	10	0.6	12	0	1	1.6	-6	-3.9	-1.6
CN1CCN(NS(=O)(=O)c2ccc(Cl)cc2)CC1	5	0.1	-1	10	-4	-3.9	-1	-2.3	-1.3
Cc1cccc(/C=N\Nc2cn[nH]c(=O)c2Cl)c1	-11	-0.1	11	27	2	-0.3	3	-5.9	12
NC(=O)C1(c2ccccc2)CCCN1C(=O)c1ccc(Br)cc1 (configuration not stated)	-2	2.4	4	-11	7	-1.0	-1	-5.0	-0.1
O=C(CCCSc1nc2ccccc2c(=O)[nH]1)c1ccc(F)cc1	-1	0.3	2	6	13	0.1	-3	-0.7	0.3
O=C(NCc1ccc(F)cc1)N[C@@H](Cc1ccccc1)C(=O)O	-2	-0.8	2	-7	-2	x	-1	0.9	1.5
NCCCC[C@H](N)c1nnc([C@H](CC(=O)O)NC(=O)C2CCNCC2)o1	-4	14	-1	-1	0	-1.5	-6	0.2	0.5
COc1ccccc1-n1c(SCC(=O)N2CCOCC2)nc(O)cc1=O	5	-0.2	-4	10	0	1.4	-2	1.3	-0.9
CS(=O)c1ccccc1O (configuration not stated)	3	0.1	0	-4	-6	0.9	-1	-2.2	0.2
CC(=O)Nc1ccccc1Nc1cc(C#N)c(C#N)cc1[N+](=O)[O-]	-37	0.5	5	1	-1	x	-2	0.1	-0.5
CCc1nc2c(OCc3cc(Cl)cc(Cl)c3)cccn2c1N(C)C(=O)c1ccc(OC)cc1	5	x	0	14	13	0.6	4	-5.6	0.0
NC(CCC(=O)O)C12CC3CC(CC(C3)C1)C2 (configuration not stated)	-2	-1.4	1	-11	-4	1.2	2	-1.2	1.1
O=C1C=C(c2cccc(Cl)c2)C[C@@H](c2ccc(Cl)cc2)C1	4	7.0	-4	9	35	0.1	0	-1.5	0.3
CCN(CC)S(=O)(=O)c1ccc(C(=O)NC(=S)N2CCN(c3ccccc3O)CC2)cc1	-6	x	0	7	11	-1.3	-6	-0.7	-0.3
COc1cc(OC)c(OC)cc1CN1CCN(Cc2ccco2)CC1	6	0.9	-9	10	1	0.3	-3	0.0	-0.9
CC(=O)N1CC(=O)N(CC(=O)Nc2ccc(Br)cc2)C1=S	-5	4.0	-4	-2	-6	-0.1	0	-3.0	0.2
CN(C)C(CNC(=O)c1cc(Br)c(Br)s1)c1ccco1 (configuration not stated)	1	x	-6	-5	1	0.1	-8	-1.4	0.0
CNc1ccc(Br)cc(C(=O)/C=C/c2cccc(OC)c2OC)c1=O	1	1.4	12	3	8	x	24	0.9	17
CCn1c(SCC(=O)Nc2cc(C)on2)nnc1-c1ccc(S(=O)(=O)N2CCCC2)cc1	2	-0.5	-1	-3	3	-1.5	0	-3.5	u
Cc1ccc(CN2C(=O)C(Cc3ccccc3)Nc3ncnc(N4CCN(c5ccccc5)CC4)c32)cc1 (configuration not stated)	7	-0.8	-6	6	-2	0.5	-11	-0.1	0.0
COCCCN1C(=O)C(O)=C(C(=O)c2ccco2)C1c1ccc(Br)cc1 (configuration not stated)	0	-0.6	5	14	5	x	-2	-2.1	-0.3
COc1ccc(C=O)cc1COc1ccc2c(c1)OCO2	4	2.3	-3	9	-1	2.8	4	-1.2	-4.9
COc1ccc(NC(=O)Nc2ccc(CC(=O)O)cc2)cc1	10	-1.1	-1	7	3	-1.0	-1	1.2	-0.5
CCN(CC(=O)NCc1cccs1)C(=O)c1cc(Br)ccc1O	6	-1.2	-1	5	-1	-1.6	-7	-3.5	-0.9
O=C1CC(=O)CC(c2ccccc2Cl)C1	4	-2.2	21	-3	2	x	2	4.2	0.7
CN1C(=O)C(Cc2ccccc2)C(=O)N(C)C1=O	3	0.4	-8	-1	-4	0.2	-1	-2.0	0.4
CCCC1(C(=O)O)NC(c2ccc(OC)cc2O)C2C(=O)N(c3ccc(OC)cc3)C(=O)C21 (configuration not stated)	8	-0.9	-4	9	3	0.6	-2	-1.7	-0.5
CN1C(=O)c2c(C(=O)Nc3ccc(Oc4ccncc4)cc3)[nH]c(-c3ccccc3)c2C1=O	0	x	20	-9	x	0.8	-10	0.5	0.4
COc1ccc(-c2nn(-c3ccccc3)cc2C(=O)n2nnc3ccccc32)cc1	2	-0.4	-15	4	6	2.3	-6	0.3	-0.8
CCC(=O)N1CCCn2c1nc1ccccc12	-6	0.4	4	-9	10	x	-3	-0.1	1.1
COc1ccccc1-n1c(=S)sc2c(=O)n(Cc3ccco3)c(SC)nc21	-7	0.5	8	-15	-4	x	-3	-1.3	0.0
COc1ccc(CCNC(=O)COC(=O)/C=C/c2cccc(F)c2)cc1	-4	-1.2	1	-6	25	0.4	-1	-4.4	1.5
Cc1c(C)c2ccc(OC(C)C(=O)N[C@@H](Cc3c[nH]c4ccccc34)C(=O)O)c(C)c2oc1=O (some centres not stated)	10	5.6	-13	1	2	1.7	-6	-3.7	-0.2
C=C1N2CCC(CC2)C1(O)c1ccccc1C (configuration not stated)	-1	0.2	9	4	-2	x	-3	-1.1	0.8
COc1ccccc1C(=O)NCCn1cc(SCC(=O)Nc2nnc(C)s2)c2ccccc21	4	-0.8	-16	4	-5	0.3	5	-0.5	1.0
COc1cccc(C(Nc2ccccn2)c2oc(CO)cc(=O)c2O)c1 (configuration not stated)	4	6.0	0	13	-5	-11	-5	-2.5	0.2
